Xi reactivation: reactivates the inactive X chromosome in mouse fibroblasts | XiGFP mouse fibroblasts, % GFP-positive cells imaging, 3 d; cells co-treated with 5-aza-dC sensitizer; scaled so ellipticine positive control = 100% | activation, % at 7.58 µM | hit rate 0.055% among 360,000 | AID 743238;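 active = mean normalized replicate activation at least 10% and every replicate at or above 10%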;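 note: 0% = median of on-plate neutral control wells and 100% = ellipticine 6 µM median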
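Material: XiGFP fibroblasts, SV40-immortalized; Buffer or medium: DMEM containing 5-aza-dC; Compound dosing: single point; Times: 3 days compound exposure.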
LGR2 inh: inhibitors of bursicon-induced Drosophila LGR2 receptor cAMP signaling; HEK293 LGR2, CRE-luciferase, bursicon-stimulated, 4 h; inhibition, % at 9.99 µM; hit rate 0.35% among 380,000; AID 720647;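 active = drop in luminescence signal, shown as inhibition above about 50% in the replicate tests, limit read from the data, passing the limit was not always enough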;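 note: agonist challenge used bursicon conditioned medium at about half maximal strength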
Cneo AK release: causes C. neoformans cell lysis. adenylate kinase release luminescence, 4 h; normalised: neutral wells 0, clomiphene wells 100. lysis activity, % at 15 µM. hit rate 0.2% among 360,000. AID 651654;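 active = mean lysis activity across replicates of at least 80%, whatever share of replicates individually reach that level; inactive = mean lysis activity below 80%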
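Material: C. neoformans cells; Schedule: 4 h static compound exposure, 37 °C, read 1 h post-reagent; Measured by: adenylate kinase release luminescence; Read-out: signal increase indicating cell lysis; Controls: Clomiphene as positive lysis control.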
ERAP1 inh: ERAP1 (human) enzyme inhibition; recombinant ERAP1, Leu-AMC fluorescence, 60 min; inhibition, % at 10.7 µM; hit rate 0.15% among 340,000; AID 652197;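 active = mean replicate inhibition of at least 30%, or all replicates individually reaching that 30% level; inactive = mean below 30% and not every replicate reaching it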;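 note: 0% = neutral control wells and 100% = L-leucinethiol positive control wells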
Target sequence (Q9NZ08 whole entry, looked up): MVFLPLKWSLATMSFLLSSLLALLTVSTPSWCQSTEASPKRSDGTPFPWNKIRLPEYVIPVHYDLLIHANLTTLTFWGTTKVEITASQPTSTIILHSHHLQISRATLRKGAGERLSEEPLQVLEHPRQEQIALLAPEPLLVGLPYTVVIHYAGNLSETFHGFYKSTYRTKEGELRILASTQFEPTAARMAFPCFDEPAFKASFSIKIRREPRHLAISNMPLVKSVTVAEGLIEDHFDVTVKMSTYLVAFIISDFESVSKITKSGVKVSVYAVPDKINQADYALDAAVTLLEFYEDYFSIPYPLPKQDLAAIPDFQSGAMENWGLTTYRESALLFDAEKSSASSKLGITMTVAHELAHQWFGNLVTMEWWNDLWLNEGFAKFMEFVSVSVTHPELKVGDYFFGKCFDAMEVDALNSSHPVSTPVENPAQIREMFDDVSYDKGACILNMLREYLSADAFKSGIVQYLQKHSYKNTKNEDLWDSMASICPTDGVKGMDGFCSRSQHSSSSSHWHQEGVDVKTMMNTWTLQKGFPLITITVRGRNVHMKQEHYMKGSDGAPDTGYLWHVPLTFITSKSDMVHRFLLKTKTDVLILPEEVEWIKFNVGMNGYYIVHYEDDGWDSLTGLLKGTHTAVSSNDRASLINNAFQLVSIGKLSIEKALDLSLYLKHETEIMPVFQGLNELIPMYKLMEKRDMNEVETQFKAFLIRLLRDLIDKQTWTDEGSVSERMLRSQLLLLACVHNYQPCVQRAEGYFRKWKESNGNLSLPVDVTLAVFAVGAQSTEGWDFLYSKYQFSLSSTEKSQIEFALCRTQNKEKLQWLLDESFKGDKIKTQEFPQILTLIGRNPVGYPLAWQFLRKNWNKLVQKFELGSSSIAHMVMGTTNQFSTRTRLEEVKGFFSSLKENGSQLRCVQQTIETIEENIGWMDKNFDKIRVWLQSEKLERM
SIRT5 block: sirtuin-5 (human) deacylase inhibition | Q9NXA8 | Purified SirT5, succinyl-peptide AMC, trypsin-coupled fluorescence | inhibition, % at 15 µM | hit rate 1.1% among 330,000; in the data active = inhibition above about 15%
C2C12 statin: protects C2C12 myotubes from simvastatin toxicity. hit rate 0.78% among 330,000. rescue of ATP level, % at 7.49 µM. ATP luminescence, 48 h; scaled: DMSO 0, geranylgeraniol control 100. AID 602340;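 active = mean ATP rescue above about 67%, or every replicate alone reaching that limit, limit read from the data, passing the limit was not always enough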;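 note: myotubes were challenged with 10 µM simvastatin during compound exposure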
PGC1a acetyl inh: modulators of PGC1a acetylation; U2OS PGC1a acetylation, AlphaScreen anti-acetyl-lysine; with virally co-expressed GCN5 acetyltransferase; inhibition, % at 15.6 µM; AID 651687; hit rate 0.17% among 350,000;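 active = every replicate shows inhibition of at least 40%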;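 note: 0% = neutral control wells and 100% = positive control wells; some results beyond the cut were filed as inactive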
S100A4 inh HTS: blocks human S100A4 binding to myosin IIA peptide. inhibition, % at 10.7 µM. hit rate 0.14% among 360,000. S100A4/TAMRA-MyoIIA peptide fluorescence polarization. P26447. AID 652163;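 active = mean inhibition of at least 70% across replicates, with every replicate also reaching that level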
Target sequence (P26447 whole entry, looked up): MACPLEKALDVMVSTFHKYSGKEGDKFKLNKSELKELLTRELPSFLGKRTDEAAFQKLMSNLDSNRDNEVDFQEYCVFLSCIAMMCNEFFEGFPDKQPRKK
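Test system – S100A4 monomer (human) · Compound – single-point compound testing · Schedule – 5 min incubation before reading · Probe or stimulus – TAMRA-labelled myosin IIA heavy-chain peptide probe, 5 nM · Benchmarks – neutral control DMSO, positive control TFP · Medium – Calcium-containing HEPES buffer, pH 7.2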
* hit, by the source's call; . = no result given. Not all compounds are listed. The share of hits here may be higher or lower than overall.

Second line of a record: Xi reactivation, LGR2 inh, Cneo AK release, ERAP1 inh, SIRT5 block, C2C12 statin, PGC1a acetyl inh, S100A4 inh HTS
COc1ccc(CCNC(=O)c2cnn3ccccc23)c(OC)c1OC
    0.3, 13, -2, 3, ., -4, 4, 2
Cc1cc([N+](=O)[O-])nn1CC(=O)Nc1c(C)n(C)n(-c2ccccc2)c1=O
    0.0, 2, 6, -2, -4, 9, 3, -1
CCn1c(Oc2cccc(Br)c2)nc2c1c(=O)n(C)c(=O)n2C
    0.0, 25, -1, 5, 0, 4, -23, -1
Cn1c(SCc2ccc(F)cc2)nnc1-c1ccncc1
    0.2, 12, 2, 12, -2, 9, 0, -9
CCS(=O)(=O)Nc1ccc2c(c1)C(=O)N(C)[C@@H]1CC[C@H](CC(=O)NCc3ccc(OC)cc3)O[C@@H]1CO2
    0.1, -16, -2, -1, -3, 8, 2, 6
CC(Cc1nnc(SCC(=O)O)n1N)c1ccccc1 (configuration not stated)
    -0.1, -7, -2, 3, 3, 5, 6, -5
O=C(NCCC1CCCC1)c1cccs1
    0.0, -13, 0, -5, 0, 1, 6, 0
CCOc1ccccc1Nc1ccnc2cc(Cl)ccc12
    0.0, 9, 1, -1, 4, -10, 3, 0
Cc1ccc(NS(=O)(=O)c2ccc(C(=O)N3CC(C)OC(C)C3)cc2)cc1 (configuration not stated)
    0.0, -9, -1, 0, -2, ., ., -1
COc1cccc(NC(=O)C2(C)CCN2Cc2cccc(OC)c2F)c1 (configuration not stated)
    0.0, 11, -1, 11, -1, 14, -17, 0
COCCNS(=O)(=O)c1ccc(Cl)c(C(=O)NC2CCN(Cc3ccccc3)CC2)c1
    0.3, -6, 0, -4, -6, -8, -3, -1
CC(C)n1c(N2CCCC2)nc2c1c(=O)[nH]c(=O)n2C
    0.0, -14, 2, 0, -3, -5, 3, -8
O=C1NC(c2ccccc2)=C(c2ccc3ccccc3n2)C(c2ccccc2)N1 (configuration not stated)
    0.0, 2, 1, 1, 2, 38, 6, 0
C[C@@H]1CN([C@H](C)CO)C(=O)c2cc(NC(=O)Nc3cccc4ccccc34)ccc2O[C@H]1CN(C)S(=O)(=O)c1ccccc1
    0.0, 17, 4, -1, 8, -29, 4, -9
COCCCNCCC(CCC(C)C)c1ccc2c(c1)OCO2 (configuration not stated)
    -0.1, -10, 1, ., 1, ., -31, -2
O=C1N=C(N2CCN(c3ccccc3)CC2)S/C1=C/c1cccs1
    0.2, -59, ., -2, 8, ., ., -5
Cn1c(CC(=O)NC(C)(C)CO)c(Sc2ccccc2)c2ccccc21
    0.0, 14, 0, 1, 7, -10, -9, 3
Cc1noc(C)c1CCC(=O)N1CCCC(N2CCN(c3ccc(F)cc3)CC2)C1 (configuration not stated)
    0.4, 32, 2, -2, 0, 0, ., -8
CC(Sc1cccc[n+]1[O-])C(=O)NC1CCCCC1C (configuration not stated)
    -0.1, 8, 1, 0, 3, -1, ., 0
CC(=O)c1cccc(OCc2cc(C(=O)N3C[C@@H](C)O[C@@H](C)C3)no2)c1
    0.2, -21, 2, 5, 0, 14, -12, -3
C[C@H](CO)N1C[C@H](C)[C@H](CN(C)Cc2ccc(Oc3ccccc3)cc2)Oc2ccc(NS(=O)(=O)c3ccc(Cl)cc3)cc2C1=O
    -0.1, -9, 1, -1, 11, -16, -7, 16
COc1cc(Nc2ccn3nc(-c4ccc(F)cc4)cc3n2)cc(OC)c1OC
    0.1, -33, -2, 2, -4, -1, ., 1
Nc1ccn(CC(=O)NCc2ccc3[nH]ccc3c2)c(=O)n1
    0.0, 10, 1, 1, ., -2, ., -11
O=C(Nc1ccccc1)/C(=C\c1ccco1)NC(=O)c1ccco1
    0.2, 13, 0, -2, -6, -19, 7, -9
O=C(NCCCc1ccccc1)C1CCC(CNc2c(N3CCCCC3)c(=O)c2=O)CC1 (configuration not stated)
    3.3, 11, 3, -5, 2, ., -5, -2
CC(C)(C)C(=O)Nc1c(Br)c(C2CC2)nn1-c1ccccc1
    0.4, ., -3, -3, 0, 7, -5, -6
CN(Cc1ccccc1)C(=O)c1cccc(NC(=O)Cc2ccc([N+](=O)[O-])cc2)c1
    0.0, -16, -2, 5, 0, -11, ., 0
O=C(C[C@H]1CC[C@H]2[C@@H](COC[C@@H](O)CN2Cc2ccc3c(c2)OCO3)O1)Nc1ccc(-c2ccccc2)cc1
    0.0, 16, -3, ., ., 25, -16, .
Cc1occc(=O)c1OCc1c(Cl)cccc1Cl
    0.1, 1, 0, 2, -3, -3, -5, -11
COc1ccc(CCNC(=O)C2CCCN(C(=O)c3ccc(Cl)cc3)C2)cc1 (configuration not stated)
    0.0, 0, -1, 0, -2, -18, -3, -2
CCCN1CC(=O)N2C(c3ccccc3)c3[nH]c4ccccc4c3C[C@H]2C1=O (some centres not stated)
    0.3, 3, -5, 4, -4, 6, -8, -25
Cc1c(O)c(=O)ccn1C
    ., ., 1, ., ., 8, 9, 12
Cn1cnc(CCNC(=O)C[C@H]2CC[C@H]3[C@@H](COC[C@H](O)CN3C(=O)Nc3ccc(F)cc3)O2)c1
    0.0, 1, -6, -2, 0, -6, -5, 6
CCN(Cc1ccccc1)CC(O)COC(c1ccc(OC)cc1)c1ccc(OC)cc1 (configuration not stated)
    0.4, 16, 2, -2, 1, 4, 2, 11
CC12CC3CC(C)(C1)CC(C(=O)NNC(=O)c1ccncc1)(C3)C2
    -0.1, -6, 1, -5, -2, 13, 6, -4
CCN1[C@@H]2Cn3c(ccc(C4=CCCCC4)c3=O)[C@H]1[C@@H](C(=O)NCCc1ccncc1)[C@@H]2CO
    1.0, 6, -4, 0, -19, 20, ., 10
CCCN1C(=O)CC(c2ccco2)Sc2ccccc21 (configuration not stated)
    ., -6, -1, 6, 0, -17, 14, -5
CC(NS(=O)(=O)c1ccc(Cl)cc1)C(=O)NCCC1=CCCCC1 (configuration not stated)
    0.0, 18, 2, -1, 0, 5, 15, 0
Cc1ccc2nc(-c3ccc(NC(=O)COC(=O)c4cncc(Br)c4)cc3)sc2c1
    -0.2, -5, ., 18, -4, -9, -6, -1
O=C(NC(=O)c1ccccc1F)OCc1ccc(Cl)cc1Cl
    -0.1, -67, ., -1, -2, ., ., -1
O=C(Nc1ccccc1N1CCN(C(=O)c2ccccc2)CC1)c1ccccc1Cl
    0.1, 6, ., ., 0, ., 8, -7
CCOC(=O)[C@]12CCC=C1N(Cc1ccco1)C(=O)[C@H](CC(=O)N1CCN(C(=O)c3ccco3)CC1)C2
    0.1, -3, ., -1, 1, ., ., -11
O=c1[nH]c(SCc2ccccc2)nnc1-c1ccccc1
    ., -9, 12, -2, -8, 2, ., 0
COc1ccc(/C=N\NC(=O)c2ccc(F)cc2)cc1COc1cc(F)ccc1[N+](=O)[O-]
    -0.1, 4, 11, 3, 0, -1, ., 1
Cc1c(C)c2ccc(OCC(=O)NCCCn3ccnc3)c(C)c2oc1=O
    0.0, -5, 1, -1, -6, 3, 5, 0
COc1ccc(NC2=C(C(C)=O)C(c3ccc4c(c3)OCO4)C(C(C)=O)C(C)(O)C2)cc1 (configuration not stated)
    ., 5, -1, ., ., 32, -1, .
COc1ccc(Cc2c(O)nc(SCC(=O)c3ccc(OC)cc3)[nH]c2=O)cc1
    0.0, -2, ., 0, -4, -2, -10, -1
CCc1ccc(N2CC(C(=O)OCC(=O)Nc3ccccc3C)CC2=O)cc1 (configuration not stated)
    -0.1, -3, 3, -2, -1, -3, 4, 0
O=C(N1CCN(Cc2ccccc2)CC1)C(Cl)(Cl)Cl
    0.0, -1, ., 1, -2, ., ., -21
COc1ccc(CNC(=O)c2c[nH]c3c(OC)cc(OC)cc3c2=O)cc1
    0.0, -4, -2, 0, -1, -7, ., -2
CC(=O)N1[C@@H](CO)[C@@H]2c3ccccc3N(C(=O)c3ccccc3)C[C@@H]21
    0.4, 15, -1, -1, 0, 3, 5, -10
CC(C)OCCCN1CN(S(=O)(=O)c2cccs2)c2nc3ccccc3nc21
    0.0, -26, ., 13, -3, ., ., -12
O=C(CSc1nnnn1C1CCCC1)c1ccc2c(c1)OCCO2
    ., -24, -3, 3, 4, -4, -6, -14
O=C(NCCc1ccc(Cl)cc1)c1ccc(CNc2c(N3CCOCC3)c(=O)c2=O)cc1
    -0.3, -10, 5, ., 1, 4, 12, 5
CCCN(C(=O)/C=C/c1ccco1)c1c(N)n(Cc2ccccc2)c(=O)[nH]c1=O
    0.0, -9, ., -2, 1, ., -6, -5
O=C(Nc1ccc2ccccc2c1)OC1CCS(=O)(=O)C1 (configuration not stated)
    -0.2, -47, ., 3, ., ., ., -3
CC(C)NC(=O)Nc1ccc2c(c1)CC(=O)N([C@H](C)CO)C[C@@H](C)[C@H](CN(C)CC1CC1)O2
    0.6, -8, 1, 0, -2, 12, 7, 6
CN1[C@@H]2c3ccc(-c4ccncc4)c(=O)n3C[C@H]1[C@H](CO)[C@H]2C(=O)NCC1CCCCC1
    0.0, -15, 0, -1, -10, -18, ., 6
CC(C)CNc1ncnc2c1ncn2[C@H]1CN(Cc2ccc(F)cc2)C[C@@H](CO)O1
    0.0, -10, 1, 26, ., 0, ., 0
C[C@H](CO)N1C[C@H](C)[C@@H](CN(C)Cc2ccc(-c3ccccc3)cc2)Oc2ccc(NC(=O)Nc3cccc4ccccc34)cc2C1=O
    -0.5, 7, 32, 4, 6, 56, -7, 1

Continued, starting with the last 7 of the part before.
Second line of a record: Xi reactivation, LGR2 inh, Cneo AK release, ERAP1 inh, SIRT5 block, C2C12 statin, PGC1a acetyl inh, S100A4 inh HTS
O=C(NCCc1ccc(Cl)cc1)c1ccc(CNc2c(N3CCOCC3)c(=O)c2=O)cc1
    -0.3, -10, 5, ., 1, 4, 12, 5
CCCN(C(=O)/C=C/c1ccco1)c1c(N)n(Cc2ccccc2)c(=O)[nH]c1=O
    0.0, -9, ., -2, 1, ., -6, -5
O=C(Nc1ccc2ccccc2c1)OC1CCS(=O)(=O)C1 (configuration not stated)
    -0.2, -47, ., 3, ., ., ., -3
CC(C)NC(=O)Nc1ccc2c(c1)CC(=O)N([C@H](C)CO)C[C@@H](C)[C@H](CN(C)CC1CC1)O2
    0.6, -8, 1, 0, -2, 12, 7, 6
CN1[C@@H]2c3ccc(-c4ccncc4)c(=O)n3C[C@H]1[C@H](CO)[C@H]2C(=O)NCC1CCCCC1
    0.0, -15, 0, -1, -10, -18, ., 6
CC(C)CNc1ncnc2c1ncn2[C@H]1CN(Cc2ccc(F)cc2)C[C@@H](CO)O1
    0.0, -10, 1, 26, ., 0, ., 0
C[C@H](CO)N1C[C@H](C)[C@@H](CN(C)Cc2ccc(-c3ccccc3)cc2)Oc2ccc(NC(=O)Nc3cccc4ccccc34)cc2C1=O
    -0.5, 7, 32, 4, 6, 56, -7, 1
CC(C)NC(=O)N(C)C[C@H]1OCc2ccccc2-c2c(n(C)c3ccccc23)C(=O)N([C@@H](C)CO)C[C@H]1C
    0.0, -19, 1, -1, -2, -2, -13, -4
COCCn1c(-c2ccccc2)nc2oc3cc(OC)ccc3c(=O)c2c1=O
    ., 1, 2, ., ., -1, -10, .
FC(F)(F)c1cc(Cl)c2nc(-c3ccccc3)cn2c1
    ., 19, -8, ., ., 5, -1, .
Cc1ccc(NC(=O)C2C3C=CC4(O3)C2C(=O)N(CCCN2CCCCC2)C4C(=O)NC2CCCCC2)cc1Cl (configuration not stated)
    0.4, 19, -1, -3, -1, -18, 5, -5
Oc1ccc(/C=N\Nc2nncc(-c3ccccc3)n2)cc1
    -0.1, -14, 1, 0, -6, 63, 2, -4
O=C(/C=C/c1ccccc1)NNC(=O)C1CC1
    ., 4, -3, 2, -2, -17, -6, 2
COc1ccccc1OCC(=O)NCc1n[nH]c(=O)c2ccccc12
    -0.1, 8, 2, -4, -1, 9, ., -2

Screening data deposited in PubChem by Broad Institute.
